# Screening data (PubChem BioAssay)
# DDE Tn7 FP inh: inhibitors of Tn7 peptide binding to human fibrin DD(E). P02675. FP displacement of FITC-Tn7 peptide from fibrin DD(E); 0% = median of compound wells per plate. inhibition, % at 8.3 µM. actives 0.13% (n = 370,000). AID 720508;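 active = inhibition above the mean of compounds falling within the control limits plus 3 SD of them, cut at about 14% in these data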;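 note: 0% = plate median of compound wells and 100% = 10 µM Aha-Tn7 peptide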
# Target sequence (P02675 whole entry, looked up): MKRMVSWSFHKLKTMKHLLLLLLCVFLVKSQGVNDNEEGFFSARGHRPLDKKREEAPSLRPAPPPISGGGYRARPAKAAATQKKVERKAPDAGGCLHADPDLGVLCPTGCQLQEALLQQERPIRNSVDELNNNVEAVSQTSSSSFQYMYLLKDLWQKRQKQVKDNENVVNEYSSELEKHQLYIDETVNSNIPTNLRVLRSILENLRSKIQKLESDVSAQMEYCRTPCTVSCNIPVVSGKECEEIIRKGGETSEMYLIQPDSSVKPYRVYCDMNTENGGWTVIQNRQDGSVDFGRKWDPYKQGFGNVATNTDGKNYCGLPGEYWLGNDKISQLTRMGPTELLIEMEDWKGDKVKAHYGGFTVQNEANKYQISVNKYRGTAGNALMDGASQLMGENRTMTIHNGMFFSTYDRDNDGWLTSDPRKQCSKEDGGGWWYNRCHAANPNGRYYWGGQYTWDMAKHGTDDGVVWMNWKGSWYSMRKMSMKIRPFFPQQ
#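 Test system: human clot-derived fibrin DD(E) complex / Quantity: 2 µM final DD(E) protein / Incubation: 10 min plus 3 h, room temperature / Measured by: fluorescence polarization / Benchmarks: high control of 10 µM Aha-Tn7 peptide / Replicates: singlicate testing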
# proKLK7 act: proKLK7 (human) activation, primary screen; actives 0.9% (n = 370,000); purified proKLK7, EDANS-DABCYL substrate fluorescence; 100% is mature enzyme control, 0% vehicle; P49862; activation, % at 7 µM;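 active = activation above the mean of all tested compounds plus 3 SD, computed per campaign excluding outliers beyond control limits, cut at about 13% in these data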
# Tn6 DDE FP: disrupts Tn6 cyclic peptide binding to fibrin D-Dimer-E complex. P02675. Fibrin DD(E) TRITC-Tn6 fluorescence polarization displacement. inhibition, % at 8.3 µM. actives 0.21% (n = 370,000). AID 720509;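 active = inhibition above a per-campaign cutoff: mean of compounds within control limits plus 3 SD, cut at about 15% in these data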;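 note: 0% = median of all compound wells on the plate and 100% = blocking peptide control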
# ADAM10 inh: inhibitors of human ADAM10 | O14672 | recombinant ADAM10, EDANS/DABCYL FRET peptide cleavage, 3 h | inhibition, % at 7 µM | actives 0.62% (n = 370,000) | AID 720582;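 active = inhibition above a per-campaign cutoff equal to the mean of compounds falling between control-based bounds plus 3 SD, cut at about 20% in these data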;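 note: 0% = DMSO wells while the 100% control is not disclosed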
# ASAP1 GAP inh: blocks human ASAP1-stimulated Arf1 GTP hydrolysis; GDP FP detection; inhibition, % at 16.5 µM; Q9ULH1; actives 0.19% (n = 360,000); AID 624377; in the data active = inhibition above about 25%;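 note: 0% = vehicle with enzyme and substrate and 100% = no enzyme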
# Target sequence (Q9ULH1 325-724 limits assumed): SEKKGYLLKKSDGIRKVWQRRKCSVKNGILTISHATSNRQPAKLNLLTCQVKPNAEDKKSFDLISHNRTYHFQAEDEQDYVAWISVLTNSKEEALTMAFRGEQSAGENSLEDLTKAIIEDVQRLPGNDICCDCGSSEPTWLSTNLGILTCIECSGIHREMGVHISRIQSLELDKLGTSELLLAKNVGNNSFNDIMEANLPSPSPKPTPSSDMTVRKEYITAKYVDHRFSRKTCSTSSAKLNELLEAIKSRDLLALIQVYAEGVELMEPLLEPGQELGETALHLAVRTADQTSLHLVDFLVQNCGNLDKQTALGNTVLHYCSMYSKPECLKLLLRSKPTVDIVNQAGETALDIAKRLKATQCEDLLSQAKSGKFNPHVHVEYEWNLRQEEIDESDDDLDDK
# ADAM17 inh: inhibits human ADAM17 | AID 720648 | actives 0.83% (n = 370,000) | inhibition, % at 6.95 µM | P78536 | recombinant ADAM17, EDANS/DABCYL FRET peptide cleavage;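 active = inhibition above the mean of compounds lying between control limits plus 3 SD, set per campaign, cut at about 8.5% in these data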;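 note: 0% = DMSO-only wells as the low control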
# TDP2 inh: TDP2 (human) inhibition, absorbance primary screen. recombinant TDP2, T5PNP hydrolysis, p-nitrophenol absorbance 415 nm. actives 0.34% (n = 370,000). inhibition, % at 12.8 µM. O95551;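 active = inhibition above the mean of all tested compounds plus 3 SD, set per campaign, cut at about 25% in these data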;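 note: 0% = DMSO with enzyme and 100% = buffer with substrate but no TDP2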
#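 Evaluation: % inhibition relative to enzyme-containing and enzyme-free wells. Material: recombinant human TDP2. Benchmarks: enzyme-free and DMSO wells. Timing: enzyme reaction with compound for 2 h at 37 °C. Compound dosing: 12.8 µM only. Measured by: p-Nitrophenol epi absorbance. Reagent: T5PNP substrate at 5 mM, a TopII-DNA adduct mimic. Replication: single well per compound.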
# PLC-gamma1 inh: blocks human PLC-gamma1 enzyme activity | actives 0.84% (n = 370,000) | purified PLC-gamma1, fluorogenic substrate, fluorescence | inhibition, % at 12.2 µM; in the data active = inhibition above about 9.5%
# ARFGAP1 inh: rat ARFGAP1 inhibition. Q62848. Arfgap1-stimulated ARF1 GTP hydrolysis, GDP FP detection. inhibition, % at 16.5 µM. actives 0.26% (n = 360,000). AID 651572;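 active = inhibition above a per-plate limit, mean inhibition of low control wells plus 3 SD, cut at about 25% in these data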;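 note: 0% = DMSO wells with enzyme and 100% = wells lacking Arfgap1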
# Target sequence (Q62848 1-136 limits assumed): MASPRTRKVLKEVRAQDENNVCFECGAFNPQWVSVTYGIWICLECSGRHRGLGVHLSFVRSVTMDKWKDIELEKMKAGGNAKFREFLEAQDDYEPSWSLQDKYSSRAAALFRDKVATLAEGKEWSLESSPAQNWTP
#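 Assay system: Rat Arfgap1 GAP domain (His6, aa 1-136), purified enzyme | Buffer or medium: HEPES 25 mM pH 7.5, NaCl 150 mM, MgCl2, DTT | Schedule: GTP hydrolysis reaction 2 h at 25 °C | Signal: FP of antibody-bound GDP Alexa 633 tracer, ex 620/em 688 nm | Measure: Percent inhibition of Arfgap1-stimulated GTP hydrolysis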
# LEDGF integ inh: blocks HIV-1 LEDGF/p75-dependent DNA integration; inhibition, % at 3.7 µM; TR-FRET IN-LEDGF/p75 DNA integration, Eu/Cy5; actives 0.64% (n = 370,000); AID 743269;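 active = inhibition above the screen-wide mean plus 3 SD, cut at about 13% in these data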;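 note: signal is the Cy5 over europium emission ratio at 671 and 618 nm; 0% = plate median of compound wells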
# * marks the source's active call; other numbers are inactive results; i = inactive; · = no result given. The order is random; about 4.2% have a hit in one of these screens.
SMILES,DDE Tn7 FP inh,proKLK7 act,Tn6 DDE FP,ADAM10 inh,ASAP1 GAP inh,ADAM17 inh,TDP2 inh,PLC-gamma1 inh,ARFGAP1 inh,LEDGF integ inh
Cc1ccc(S(=O)(=O)N2CCOCC2)cc1C(=O)NC1CCCCC1,2,-0.1,6,-3,-1,-2,-7,3,9,-5
O=C(NCCc1ccc(F)cc1)Nc1ccccc1,-3,-0.5,-4,7,-13,-2,-10,1,10,1
C/C(=N\OC(=O)Nc1ccc(Cl)cc1)c1ccc(F)c(F)c1,8,0.3,5,2,5,2,4,0,11,-1
O=C1CCN(S(=O)(=O)c2ccc(Cl)cc2)CCN1,-2,0.6,0,-1,-15,-4,3,3,3,5
COc1ccc(-c2nc(C)ncc2N=Nc2ccccc2)cc1,-9,0.3,-8,4,5,0,-4,2,-19,1
O=C1NC(=O)C2(COC(c3cccnc3)OC2)S1 (configuration not stated),-7,0.3,-4,0,1,-4,2,-1,7,1
O=C(CSc1ccc(Cl)cc1)Nc1cccc(-c2nnc(-c3ccco3)o2)c1,0,0.3,-8,5,1,-3,6,6,4,-2
COc1ccc(NC(=O)CSc2nnc(-c3ccccc3)n2N)cc1,2,0.4,-3,-4,1,-6,1,-1,5,2
CCSC1=N/C(=C\c2ccc(C)s2)C(=O)S1,-4,0.9,-1,-3,4,-2,6,-2,4,-3
CCN(CC)C(=O)COc1ccc2c(-c3ccccc3)cc(=O)oc2c1,1,0.4,-4,-3,3,-2,0,-5,-8,-3
CC1CCN(CCCNC(=O)c2nn(C)c3c2CS(=O)(=O)c2ccccc2-3)CC1,-6,0.6,1,-6,-17,3,9,0,4,-4
COc1ccc(CCNC(=O)COc2ccc3c(C)cc(=O)oc3c2)cc1OC,-3,0.1,2,-5,-6,-2,15,0,-14,-1

# An excerpt of these results, with each value named.
COc1ccc(-c2nc(C)ncc2N=Nc2ccccc2)cc1
  DDE Tn7 FP inh: -9	proKLK7 act: 0.3	Tn6 DDE FP: -8	ADAM10 inh: 4	ASAP1 GAP inh: 5	ADAM17 inh: 0	TDP2 inh: -4	PLC-gamma1 inh: 2	ARFGAP1 inh: -19	LEDGF integ inh: 1

O=C1NC(=O)C2(COC(c3cccnc3)OC2)S1 (configuration not stated)
  DDE Tn7 FP inh: -7	proKLK7 act: 0.3	Tn6 DDE FP: -4	ADAM10 inh: 0	ASAP1 GAP inh: 1	ADAM17 inh: -4	TDP2 inh: 2	PLC-gamma1 inh: -1	ARFGAP1 inh: 7	LEDGF integ inh: 1

# Going on with the list:
SMILES,DDE Tn7 FP inh,proKLK7 act,Tn6 DDE FP,ADAM10 inh,ASAP1 GAP inh,ADAM17 inh,TDP2 inh,PLC-gamma1 inh,ARFGAP1 inh,LEDGF integ inh
CCOc1ccc(C(=O)Nc2ccc(NC(=S)NC(=O)CC)cc2)cc1Cl,3,0.4,2,-3,0,-2,1,-3,-2,-1
CC1(C(=O)NS(=O)(=O)c2ccccc2Cl)CCN1C(=O)CCc1ccccc1 (configuration not stated),1,0.2,3,-6,-2,-2,7,0,-2,0
CC(=O)Oc1ccc(-c2csnn2)cc1,-2,0.0,2,-1,0,2,-9,-2,5,-1
N#CC(Sc1ccccn1)c1ccc(Cl)cc1Cl (configuration not stated),5,8.4,2,-35,4,-17,-4,-147,4,2
CCc1nc2ccc(C(=O)N(C)CCN(C)C)cn2c1N(C)Cc1cc2ccccc2s1,1,-0.1,-2,-6,-6,-4,5,-2,6,6
CCCC(=O)OCC(=O)Nc1cc(Cl)ccc1[N+](=O)[O-],-6,-0.1,3,1,-1,-3,9,2,-13,-2
CCOc1ccc(NC(=O)CCNS(=O)(=O)c2cccc3nonc23)cc1,6,0.6,1,-2,-5,-1,8,-2,2,-2
Cc1[nH]c2ccccc2c1/C=N/NC(=S)NCc1ccccc1,4,-3.6,-2,14,15,5,7,-11,11,-2
COc1cc(/C=N/NC(=O)c2ccc(CN(C)S(=O)(=O)c3ccc(C)cc3)cc2)ccc1O,1,-0.9,-6,1,4,0,-3,-34,-4,3
Cc1cc(C)cc(NC(=O)c2cccn2-c2ncc(C(F)(F)F)cc2Cl)c1,-5,0.5,-11,19,2,17*,-12,13*,-16,8
O=C(C1CCC(=O)N(C2CC2)C1)N1CCN(c2ccc(Cl)cc2)CC1 (configuration not stated),6,0.6,10,7,-6,-5,-1,1,0,1
S=c1[nH]nc2c3c4c(sc3ncn12)CCCC4,-10,0.6,-1,14,0,6,-10,1,-3,0
C[C@H](CO)N1C[C@H](C)[C@@H](CN(C)C(=O)NC2CCCCC2)Oc2c(NC(=O)Nc3ccc4c(c3)OCO4)cccc2C1=O,-6,0.1,-4,-3,-2,-2,-8,-1,6,4
CNC(=O)[C@@H]1CC=C[C@@H]2CCN(c3ccccc3)C(=O)[C@@H]21,-3,·,3,2,·,-1,6,1,·,0
CN(CC(=O)Nc1ccc(Cl)c(C(F)(F)F)c1)C(=O)C1CC(=O)N(Cc2ccco2)C1 (configuration not stated),-5,-0.2,1,-2,4,-2,1,-2,11,4
O=C(CSc1nnc(-c2cnccn2)n1Cc1ccco1)c1ccc2ccccc2c1,6,0.1,-8,5,1,-3,-2,-8,-4,0
CCOc1ccc(NC(=O)CNS(=O)(=O)c2c(C)cc(C)cc2C)cc1,-4,-0.4,-11,-6,5,2,-24,2,13,-7
COc1ccc(Br)cc1C1=CC(=O)C[C@H](c2ccc(F)cc2)C1,8,-1.3,3,12,7,5,-4,-13,4,1
CCN(CC)C(c1ccc(F)cc1)c1nnnn1CC1CCCO1 (configuration not stated),2,-0.4,-4,0,-7,-5,4,1,6,-4
CNC(=O)NC(=O)C(NC1CCCc2ccccc21)c1ccccc1 (configuration not stated),-4,-0.3,7,-5,-2,-3,11,-4,2,3
CCc1ccc(OCCNC(=O)OCc2ccccc2)cc1,11,0.0,-10,7,4,2,-2,5,5,-3
CCC1CCCCN1CCCNC(=O)CCC(=O)N1CC(C)Oc2ccccc21 (configuration not stated),-4,-0.1,2,-17,1,0,3,0,1,0
COc1ccc(Cn2nnnc2CN(Cc2cc3cccc(C)c3[nH]c2=O)C2CCCC2)cc1,-4,-0.6,1,-5,10,-1,1,0,5,-1
CCN(CC)C(=O)c1[nH]cnc1C(=O)Nc1cccc(C)c1,5,0.7,-1,-9,6,-2,-9,2,13,2
Cc1cccc(C(=O)Nc2ncc(CN3CCOCC3)s2)c1,1,-0.1,-9,-1,5,-1,1,-1,9,1
CCOc1cc(S(=O)(=O)Nc2ccc(CC)cc2)ccc1Cl,-2,-0.2,-1,25*,-7,6,-1,-4,12,0
COc1ccc(CN2CCn3nc(C(=O)NC(C)C)cc3C2=O)cc1,-3,-0.4,5,-2,11,-4,7,2,8,-4
CCOc1ccc(C(=O)OCC(=O)Nc2ccc(SC(F)F)cc2)cc1OCC,-1,-0.2,-9,4,11,-1,4,-1,21,-1
CCCC(=O)Nc1ccc(N2CCN(C(=O)c3cc4ccccc4o3)CC2)cc1,3,0.4,2,2,-4,2,-20,11*,-4,2
O=C(NCc1cc(Cl)cc(Cl)c1)c1csc(COCCO)n1,-1,0.0,-8,7,17,2,-5,7,-16,2
CC(=O)Nc1ccc(NC(=O)C2CCCN(c3ncccn3)C2)cc1 (configuration not stated),0,0.8,-1,-24,-7,-2,-9,-6,-2,-1
COc1ccc(NC(=O)C2OC3OC(C)(C)OC3C3OC(C)(C)OC23)cc1 (configuration not stated),-9,-0.3,-6,4,12,-1,3,3,-7,0
CCC1Sc2ccc(S(=O)(=O)CCC(=O)NCc3ccc(C)o3)cc2NC1=O (configuration not stated),-2,-0.5,-1,10,-7,-4,-1,0,1,1
COc1cc2c(cc1OC)CN(C(=O)c1cc(S(=O)(=O)N3CCCCC3)ccc1Cl)CC2,-5,1.0,0,2,1,1,3,4,19,6
COC(=O)/C(C#N)=C/c1c(Oc2cc(C)cc(C)c2)nc2ccccn2c1=O,-7,-0.7,3,-12,-1,-5,10,-9,-3,-3
COc1ccc(/C=C/C(=O)Nc2nc(C)cc(C)n2)cc1OC,1,11,2,-481,-6,-108,6,-281,0,-1
O=C(CN(Cc1cccs1)C(=O)CNC(=O)c1ccco1)NC1CCCCC1,-3,0.2,-5,2,6,-3,6,1,9,-1
COc1ccc(C(=O)N2CCN(c3ccc(C)c(C)c3)CC2)cc1OC,0,0.0,-3,-8,2,0,8,0,-5,-1
O=C(NCc1ccc2c(c1)OCO2)c1nnc(Cc2ccc(F)cc2)o1,2,0.3,4,-4,2,6,-11,1,23,0
O=S(=O)(Cc1ccc(Cl)cc1)N1CCN(Cc2ccc3c(c2)OCO3)CC1,-1,-0.5,-3,-2,4,-2,8,3,17,-1
Cc1c(Cc2ccccc2)c(=O)oc2cc(OCC(=O)NCC3CCC(C(=O)O)CC3)ccc12 (configuration not stated),-2,2.1,-8,-481,-4,-115,-1,-35,-3,-1
COc1ccc(CCNC(C)=O)cc1,3,-0.1,-2,4,-4,6,2,-1,-11,-2
O=C(CN1CCN(S(=O)(=O)c2ccc(F)cc2)CC1)Nc1ccc2c(c1)OCO2,-4,-0.1,-4,5,3,-2,3,1,12,-2
O=C(Cn1nc(C(=O)O)c2ccccc2c1=O)Nc1ccc2c(c1)OCO2,9,-0.6,9,-4,-1,-2,1,-1,-4,-2
Cc1nn(-c2ncc(C(F)(F)F)cc2Cl)c(=O)n1-c1ccccc1Cl,-4,0.1,2,6,3,-1,-5,4,11,0
Cc1c(Cc2ccccc2)c(=O)oc2c(O)c(O)ccc12,2,-4.8,-2,-82,8,-31,-2,-249,-9,2
COc1ccc(C(=O)Nc2ccc(NC(C)=O)cc2)cc1S(=O)(=O)N1CCCC1,1,0.2,1,-20,3,0,0,2,1,-2
Cc1ccc(/C=C/C(=O)NC(=S)N2CCN(C)CC2)cc1,8,-0.2,-2,4,-4,-1,5,-6,3,0
O=C(O)CNS(=O)(=O)c1cccc(Cl)c1,-5,-0.2,-1,3,4,-2,2,2,4,2
CSC1=NSC2=NC(=O)/C(=C/c3coc4ccc(O)cc4c3=O)C(=N)N12,-14,-29,-21,i,3,-167,10,-246,2,11
COc1ccccc1CNC(=O)COc1cccc(-n2cnnn2)c1,2,-0.1,-4,0,-5,0,-5,-2,-10,-2
O=C(Cn1ncn2c(cc3sccc32)c1=O)NC1CCCC1,-4,-0.1,8,-1,9,-4,-7,2,2,-4
O=C(Cn1c(C(=O)N2CCN(C3CCCC3)CC2)cc2sccc21)c1ccccc1,1,0.1,-1,3,9,1,-5,-4,10,5
